Bioassay records from PubChem BioAssay.
APP transl inh: inhibitors of APP translation via 5'UTR reporter, primary screen, APP 5'UTR luciferase, SH-SY5Y cells. SH-SY5Y APP 5'UTR-luciferase reporter, luminescence. actives 0.82% (n = 190,000). inhibition, % at 2 µM. AID 1285, 2008;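 active = inhibition above a set limit, derived from the sample mean plus 3 SD, cut at about 45% in these data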; also: values of inactives mirror those of a sister screen read the other way
bIAP inhibitor: bovine intestinal alkaline phosphatase inhibitors, primary screen, selectivity assay for TNAP inhibitor project, biochemical, bovine IAP, CDP-star luminescence | alkaline phosphatase, intestinal [Bos taurus] | purified bovine IAP, 30 min | inhibition, % at 20 µM | 190,000 tested, under 10 active;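 active = over 50% inhibition of intestinal alkaline phosphatase at 20 µM in the single-dose screen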
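Assay system – bovine IAP enzyme · Quantity – bovine IAP at 1/65,000,000 final dilution · Detection – CDP-star luminescence signal · Times – 30 min reaction at room temperature · Also added – CDP-star substrate at 30 µM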
FLuc act counter: FLuc activators, initial screening, artefact control for FLuc-dependent activation tests, biochemical, ATPlite luminescence; ATPlite luciferase biochemical, 10 min; 0 = ATP-free wells, 1 = DMSO control; 200,000 tested, under 10 active; AID 1027, 2008; activation factor at 10 µM;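 active = luciferase activation factor, scaled between plate controls, of at least 2 with compound at 10 µM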
Target sequence (P08659 whole entry, looked up): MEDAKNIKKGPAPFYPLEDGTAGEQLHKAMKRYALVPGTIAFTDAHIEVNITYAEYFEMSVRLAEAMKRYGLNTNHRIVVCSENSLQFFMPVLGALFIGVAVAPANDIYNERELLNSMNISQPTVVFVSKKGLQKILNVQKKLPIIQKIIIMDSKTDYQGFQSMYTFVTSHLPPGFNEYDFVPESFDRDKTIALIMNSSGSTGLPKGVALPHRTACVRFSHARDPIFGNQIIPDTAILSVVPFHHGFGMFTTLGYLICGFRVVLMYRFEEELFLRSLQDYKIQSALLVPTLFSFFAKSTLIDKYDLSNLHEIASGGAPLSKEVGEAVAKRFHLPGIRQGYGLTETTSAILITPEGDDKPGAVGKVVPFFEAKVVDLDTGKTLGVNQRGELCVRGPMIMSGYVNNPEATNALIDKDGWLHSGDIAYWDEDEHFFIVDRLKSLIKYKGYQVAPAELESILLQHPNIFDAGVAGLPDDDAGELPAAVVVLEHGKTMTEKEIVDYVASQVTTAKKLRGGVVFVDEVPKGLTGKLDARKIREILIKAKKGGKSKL
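Material: luciferase plus luciferin reagent, cell-free. Medium: PBS buffer for ATP. Also added: ATP substrate, dispensed from a 10.24 µM working solution in PBS. Doses: test compounds dosed from 2 mM stocks in 100% DMSO. Incubation: 10 min post-reagent at room temperature. Technique: light output (luminescence). Read-out basis: luminescence gain marking luciferase activators.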
Lmaj promast: Leishmania major promastigote growth inhibition, primary screen | Leishmania major promastigotes, resazurin fluorescence viability | inhibition, % at 10 µM | actives 9% (n = 200,000); in the data active = inhibition above about 50%;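 also: promastigotes grown with compound for 44 hours at 28 °C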
FLuc inhib CS: firefly luciferase enzyme inhibitors, primary screen, artefact control for luciferase-based inhibitor screens, biochemical, luminescence, ATPLite; Luciferin 4-monooxygenase (Photinus pyralis), P08659; 10 min; inhibition, % at 10 µM; actives 1.5% (n = 200,000);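 active = inhibition above about 50% when tested at 10 µM, limit read from the data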
TNAP inh hiacc: human TNAP enzyme inhibitors, primary screen, biochemical, luminescent, high phosphate acceptor level, uHTS | inhibition, % at 20 µM | AID 1135, 2008 | purified TNAP, CDP-star luminescence, 1 M DEA | Alkaline phosphatase, tissue-nonspecific isozyme (Homo sapiens), P05186 | actives 0.03% (n = 200,000);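 active = over 50% inhibition of tissue-nonspecific alkaline phosphatase at 20 µM in the single-dose screen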;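 also: plate controls were DMSO wells for no effect and EDTA-quenched wells as full inhibition for full effect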
Target sequence (P05186 whole entry, looked up): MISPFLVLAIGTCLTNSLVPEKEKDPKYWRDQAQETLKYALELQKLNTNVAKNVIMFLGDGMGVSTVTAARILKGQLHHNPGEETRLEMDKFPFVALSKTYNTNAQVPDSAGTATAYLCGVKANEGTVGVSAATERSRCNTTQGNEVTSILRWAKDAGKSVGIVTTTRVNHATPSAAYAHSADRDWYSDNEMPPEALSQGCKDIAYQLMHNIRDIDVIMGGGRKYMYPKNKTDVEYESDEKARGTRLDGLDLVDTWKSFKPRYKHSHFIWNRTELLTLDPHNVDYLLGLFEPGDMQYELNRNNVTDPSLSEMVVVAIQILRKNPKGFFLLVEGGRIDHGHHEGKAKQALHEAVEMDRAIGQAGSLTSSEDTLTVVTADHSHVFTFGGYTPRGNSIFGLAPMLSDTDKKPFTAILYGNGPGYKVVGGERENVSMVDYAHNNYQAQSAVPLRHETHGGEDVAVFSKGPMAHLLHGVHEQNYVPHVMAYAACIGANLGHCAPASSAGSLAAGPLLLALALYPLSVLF
RAM inhibit: inhibitors of the yeast RAM network, primary screen, dse1pr::URA3 reporter, 5-FOA selection. S. cerevisiae dse1pr::URA3 reporter, 5-FOA growth OD615, 2 d; analog-sensitive cbk1-as2 kinase mutant strain. inhibition, % at 50 µM. actives 1.8% (n = 190,000). AID 868, 2007;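 active = inhibition above a set limit, 3 SD over mean compound inhibition, cut at about 8.4% in these data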;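 also: 0% = DMSO-only wells with no growth and 100% = 10 µM 1-NA-PP1 full growth; inhibition rescues growth on 5-FOA so higher OD means more RAM inhibition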
TNAP act hiacc: TNAP activators at high phosphate acceptor level, primary screen, biochemical, luminescence, uHTS; Alkaline phosphatase, tissue-nonspecific isozyme (Homo sapiens), P05186; purified TNAP, CDP-star luminescence, 1 M DEA, 30 min; hits give high values; 0 = EDTA background, 1 = DMSO-only activity; activation factor at 20 µM; 200,000 tested, under 10 active; AID 1136, 2008;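 active = activation factor at least 2 at 20 µM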
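Assay system: human TNAP; Input: enzyme diluted 1/800 final; Reagent: CDP-star luminogenic substrate at 100 µM final; Timing: 30 min, room temperature; Signal: luminescence; Evaluation: TNAP activation factor scaled between EDTA and DMSO control wells.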
bIAP activator: bovine intestinal alkaline phosphatase activators, primary screen, biochemical, bovine IAP, CDP-star luminescence; activation factor at 20 µM; purified bovine IAP, 30 min; hits give high values; fold of DMSO-control signal, blank-subtracted; actives 0.17% (n = 200,000); alkaline phosphatase, intestinal [Bos taurus];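 active = activation factor of 2 or more at 20 µM, a signal rise over negative controls twice the positive control's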
TNAP inh no acc: human TNAP enzyme inhibitors, primary screen, biochemical, luminescent, no phosphate acceptor, uHTS; Alkaline phosphatase, tissue-nonspecific isozyme (Homo sapiens), P05186; purified TNAP, CDP-star luminescence, 30 min; inhibition, % at 20 µM; actives 0.26% (n = 200,000); AID 1012, 2008;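 active = tissue-nonspecific alkaline phosphatase inhibition above about 50% at 20 µM in the single-dose screen, limit read from the data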;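 also: 0% = DMSO negative control and 100% = EDTA positive control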
* hit, by the source's call; i = inactive; . = no result given.

SMILES	APP transl inh	bIAP inhibitor	FLuc act counter	Lmaj promast	FLuc inhib CS	TNAP inh hiacc	RAM inhibit	TNAP act hiacc	bIAP activator	TNAP inh no acc
Cc1cc2cc3c(cc2nc1SCC(=O)Nc1ccccc1)CCC3	-11.2	2.4	1	-6.4	-1.1	-4.4	5.7	1	1	-8.7
COCCNc1ccc([N+](=O)[O-])cc1C(=O)Nc1cccc(C)n1	5.8	-4.2	1	2.2	-4.9	0.6	0.8	1	1	-4.4
CCN(CC)c1nc2c3c(nc4c(c3c1C#N)CC(=O)N4c1ccc(Cl)cc1)NC(C)=N2	4.0	3.7	1	55.5*	-0.7	7.9	4.5	0.9	1	0.6
COCCN1C(=S)NC(c2cccc(C(F)(F)F)c2)C(C(=O)N2CCOCC2)=C1C (stereo not given)	-2.3	13.5	1	15.0	-4.2	-4.9	-0.3	1	0.9	-3.8
CC1=CC(=O)OC1Cc1ccncc1 (stereo not given)	3.4	0.3	1	-3.6	0.3	-2.9	0.1	1	1	-10.8
Cc1cccc(C)c1OCC(=O)NNC(=O)c1ccoc1C	-7.8	-36.3	1.1	0.8	-5.6	-5.8	2.3	1.1	1.4	-23.2
CCCOc1ccc(Cl)cc1CNc1ccccc1	10.5	16.8	1.1	1.9	-6.1	-8.6	-1.0	1.1	0.8	-12.9
CCCc1sc(N2CCCC(C(N)=O)C2)nc1-c1ccccc1 (stereo not given)	5.4	14.6	1	-0.7	-4.4	-3.1	0.0	1	0.9	-10.4
Cc1cc(NS(=O)(=O)c2ccc(C3CCCCC3)cc2)no1	1.0	17.7	1.2	-4.5	-17.5	-4.5	0.1	1	0.8	-3.1
Cc1ccc2nc3ccc(N4CCN(C)CC4)nn3c(=O)c2c1	-54.3	4.7	0.5	42.5	47.1	-1.4	-0.4	1	1	-13.0
Cc1ccc(NC(=O)CSc2ncccn2)c([N+](=O)[O-])c1	-21.6	9.8	1.1	-1.1	-5.5	-4.3	-0.5	1	0.9	0.2
CCOc1ccc2nc(NC(=O)CS(=O)(=O)c3ccccc3)sc2c1	26.6	2.4	0.9	1.1	5.6	-2.4	7.0	1	1	-9.7
Cc1ccnc(NC(=O)c2c(O)c3ccccc3n(C)c2=O)c1	.	6.6	0.6	.	35.8	-7.9	.	1.1	0.9	3.0
CCCC(C(=O)NCC1CCCO1)N(Cc1ccco1)C(=O)CNS(=O)(=O)c1ccccc1 (stereo not given)	-17.9	4.6	1	23.8	-0.7	-2.9	0.8	1	1	-10.9
O=C(O)c1ccccc1C(=O)Nc1ccc(S(=O)(=O)NC2CCCCC2)cc1	11.8	8.4	1.1	-6.2	-6.5	-3.5	0.6	1	0.9	-9.3
CC1CCCN(Cc2cccc(Oc3ccccc3)c2)C1 (stereo not given)	-4.9	9.9	1.1	99.8*	-7.4	-0.9	-1.1	1	0.9	4.1
CCN1C(=O)S/C(=C/c2ccsc2)C1=O	-18.8	0.0	1	-1.8	-1.2	-0.9	0.8	1	1	-1.4
Cc1ccc(OCCCn2c(CO)nc3ccccc32)cc1	-4.7	i	0.8	6.6	24.1	-0.8	1.3	1	6.7*	-4.6
CN(C)S(=O)(=O)c1ccc(C(=O)NNc2nc(-c3ccccc3)c3cc(Br)ccc3n2)cc1	22.2	5.5	1	71.5*	-2.6	17.6	7.6	0.8	0.9	-55.8
O=C(NCCCN1CCOCC1)c1cccnc1	9.8	-2.9	1	-4.3	-1.6	-5.9	0.7	1.1	1	-6.1
CC(=O)Nc1c(C)cc(S(C)(=O)=O)cc1C	8.3	6.4	1.1	7.7	-8.4	-4.4	1.3	1	0.9	-3.7
Brc1ccccc1/C=N/Nc1ccccn1	-42.2	9.6	0.9	3.3	10.9	-3.6	-0.2	1	0.9	-14.8
O=S(=O)(C=C(c1ccccc1)c1ccccc1)c1ccccc1	-24.6	37.1	1	11.1	-2.3	-7.1	5.2	1.1	0.6	1.2
Oc1c(C(Nc2cccc(C(F)(F)F)c2)c2cccnc2)ccc2cccnc12 (stereo not given)	2.7	13.2	1	99.6*	-3.5	-4.4	-0.5	1	0.9	-54.8

Single entries from above.
Result of `Oc1c(C(Nc2cccc(C(F)(F)F)c2)c2cccnc2)ccc2cccnc12` (stereo not given) in TNAP inh hiacc: -4.4
Result of `CCN1C(=O)S/C(=C/c2ccsc2)C1=O` in FLuc act counter: 1
Result of `CCCC(C(=O)NCC1CCCO1)N(Cc1ccco1)C(=O)CNS(=O)(=O)c1ccccc1` (stereo not given) in FLuc act counter: 1

The list goes on.
SMILES	APP transl inh	bIAP inhibitor	FLuc act counter	Lmaj promast	FLuc inhib CS	TNAP inh hiacc	RAM inhibit	TNAP act hiacc	bIAP activator	TNAP inh no acc
CNC(=S)Nc1cccc(Cl)c1C	24.0	-5.7	1	-4.0	-4.9	-2.1	4.1	1	1.1	-2.2
O=S(=O)(c1ccc(S(=O)(=O)N(Cc2ccco2)Cc2ccccc2Cl)cc1)N1CCCC1	-1.0	7.2	1	-1.4	2.6	4.4	6.7	1	0.9	-0.5
Cc1ccc(CC(NC(=O)c2ccccc2)C(=O)NC(Cc2ccccc2)C(=O)O)cc1 (stereo not given)	10.9	-5.3	1	14.3	-4.4	-2.3	1.4	1	1.1	-8.5
CCOC(CNC(=O)Cn1nc(C)c2ccccc21)OCC	-13.1	-5.0	1	-6.2	0.2	-4.2	0.6	1	1.1	3.0
CC1=C/C(=N\NC(=O)c2cccs2)CC(C)(C)C1	-28.9	13.7	1	27.0	-4.6	-1.5	1.8	1	0.9	-0.8
O=C(Nc1ccccc1)N1CCN(S(=O)(=O)c2ccccc2)CC1	-3.2	-4.0	1.1	10.7	-6.1	-5.9	1.7	1.1	1	-16.3
COc1cc(OC)cc(C(=O)N[C@H](C(=O)OCC(=O)c2ccc(F)cc2)C(C)C)c1	2.1	-4.0	0.7	-7.6	25.7	-5.1	4.7	1.1	1	-12.8
Cc1oc(-c2ccccc2)nc1CC(=O)O	-0.6	12.2	1.1	-3.6	-5.3	-5.5	1.6	1.1	0.9	-8.2
CCCCN(CC(=O)Nc1c(C)cccc1CC)C(=O)SCC	0.9	7.5	1	0.0	0.2	2.0	0.8	1	0.9	-3.8
O=C(NC(=S)Nc1nc2c(s1)CSc1ccccc1-2)c1ccccc1	4.5	14.9	1.1	38.2	-9.2	3.6	3.6	1	0.9	-0.9
CCOc1cc(C(=O)NCc2ccccc2)ccc1OCC(=O)N1CCOCC1	14.5	-9.1	1	-4.1	-4.0	-0.9	3.1	1	1.1	-14.0
C=CCn1c(SCc2ccc(C(=O)OC)cc2)nnc1-c1sc(N)nc1C	8.1	-4.2	1	-1.8	-4.6	-4.1	1.2	1	1	-1.2
CCCNC(=O)NC(=O)CSc1nncs1	-0.6	0.0	1	-7.6	-1.7	-3.8	0.4	1	1	5.9
CCOC(=O)c1sc(N)c(C(=O)OC)c1C	-23.6	-3.8	0.9	2.0	7.5	-5.4	-0.3	1.1	1	-0.8
O=C(CCl)c1ccc2c(c1)CCN2C(=O)C1CC1	-4.5	-17.9	1	100.5*	0.6	-5.8	-1.5	1.1	1.2	-5.0
O=C(COc1ccc(/C=N/NC(=O)C(=O)N2CCCCC2)cc1)Nc1ccccc1Cl	-12.7	-4.5	1	5.1	-4.7	1.8	0.7	1	1	-5.1
COc1ccccc1C1NC(=O)NC(C)=C1C(=O)OC1CCCCC1 (stereo not given)	2.6	0.0	1	9.4	-1.3	-4.9	3.4	1	1	-7.0
c1coc(CNc2nc3ccccc3n2CCN2CCOCC2)c1	0.7	3.7	1	4.4	3.7	-6.2	0.5	1.1	1	-9.5
COC(=O)CCc1c(C)c(C(=O)c2ccco2)c2ccccn12	-2.5	17.3	1	8.8	-4.3	4.3	-0.1	1	0.8	0.8
Clc1ccc(-c2cn3c(n2)CCC3)cc1	-115.2	0.6	0.9	-1.9	9.9	-6.3	-0.4	1.1	1	-5.5
COc1ccc(C(C(=O)NC2CCCC2)N(Cc2ccccc2)C(=O)c2nsc(Cl)c2Cl)cc1 (stereo not given)	.	16.6	1.1	8.0	-8.3	-5.2	4.4	1.1	0.8	-1.4
N#Cc1c(Nc2ccccc2)c(/C=N/NCCO)c[nH]c1=O	-9.7	-8.4	1.1	0.3	-5.0	-2.3	2.5	1	1.1	-10.2
Cc1cccc(NC(=S)N(CCCN2CCOCC2)C(C)c2cc3ccccc3o2)c1C (stereo not given)	0.6	-8.0	1	80.0*	-4.3	-2.5	-0.2	1	1.1	-4.7
O=C1CC(N2CCN(S(=O)(=O)c3ccc(Cl)cc3)CC2)C(=O)N1CCc1ccccc1 (stereo not given)	2.1	-31.0	1	9.0	-2.5	2.1	1.2	1	1.3	-1.8

Entries above containing bromine (2):
SMILES	APP transl inh	bIAP inhibitor	FLuc act counter	Lmaj promast	FLuc inhib CS	TNAP inh hiacc	RAM inhibit	TNAP act hiacc	bIAP activator	TNAP inh no acc
CN(C)S(=O)(=O)c1ccc(C(=O)NNc2nc(-c3ccccc3)c3cc(Br)ccc3n2)cc1	22.2	5.5	1	71.5*	-2.6	17.6	7.6	0.8	0.9	-55.8
Brc1ccccc1/C=N/Nc1ccccn1	-42.2	9.6	0.9	3.3	10.9	-3.6	-0.2	1	0.9	-14.8

(listing goes on)
SMILES	APP transl inh	bIAP inhibitor	FLuc act counter	Lmaj promast	FLuc inhib CS	TNAP inh hiacc	RAM inhibit	TNAP act hiacc	bIAP activator	TNAP inh no acc
CCCCN(CCCC)C(=O)C1CC=CCC1C(=O)O (stereo not given)	-4.7	-2.0	1	-2.4	-4.2	-2.7	-1.0	1	1	-13.6
COc1ccc(Cc2noc(CN(C)CC(O)c3ccccc3)n2)cc1OC (stereo not given)	-1.6	-9.3	1	-0.6	0.1	-2.9	0.9	1	1.1	-5.5
O=C(Nc1cccc(Cl)c1)c1ccc(Cn2cc(Cl)cn2)cc1	-3.4	-5.6	1	1.9	-3.3	1.7	-0.8	1	1.1	-12.4
CCCn1c(SCC(=O)Nc2nc(C)cs2)nnc1-c1cccnc1	13.8	5.3	1.1	9.2	-5.9	1.7	0.6	1	0.9	2.9
O=C(c1ccco1)N(CCC(c1ccccc1)c1ccco1)Cc1ccccc1 (stereo not given)	7.1	13.4	1	41.8	-3.2	-2.4	11.0*	1	0.9	-3.6
CCOC(=O)c1ccc(S(=O)(=O)N2CCN(C(=O)c3nn(C)c(=O)c4ccccc34)CC2)cc1	0.8	-6.6	1.1	-1.5	-7.1	2.3	0.5	1	1.1	3.0
